Bioassay records from PubChem.
hIAP inh: human IAP inhibitors, primary screen, biochemical, luminescence, uHTS; AID 2544, 2010; hit rate 0.12% among 330,000; inhibition, % at 10 µM; purified IAP, CDP-Star luminescence, 30 min; Intestinal-type alkaline phosphatase (Homo sapiens), P09923;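 active = inhibition reaching a set limit with compound at 10 µM in the primary screen, cut at about 35% in these data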;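 also: plate controls were DMSO wells with enzyme for no effect and no-enzyme buffer wells for full effect; values of inactives mirror those of a sister screen read the other way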
APOBEC3A inh: APOBEC3A ssDNA deaminase inhibitors, primary screen, selectivity assay for APOBEC3G inhibitor project, biochemical, FAM/TAMRA oligo cleavage fluorescence; hit rate 0.41% among 330,000; recombinant A3A, FAM/TAMRA ssDNA deamination fluorescence; AID 493011, 2011; inhibition, % at 20 µM; DNA dC->dU-editing enzyme APOBEC-3A (Homo sapiens), P31941;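 active = at least 40% inhibition at 20 µM here, with at most 30% in a related deaminase screen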;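 also: plate controls were A3A with DMSO for no effect and wells lacking A3A enzyme for full effect; some results filed as inactive read as strong as hits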
Target sequence (P31941 whole entry, looked up): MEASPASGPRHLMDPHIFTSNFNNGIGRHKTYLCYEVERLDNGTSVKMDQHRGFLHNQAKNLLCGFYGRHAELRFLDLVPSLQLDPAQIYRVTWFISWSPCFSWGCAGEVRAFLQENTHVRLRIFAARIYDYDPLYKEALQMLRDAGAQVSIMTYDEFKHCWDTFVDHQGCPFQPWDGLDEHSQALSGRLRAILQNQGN
MPTP inh: mitochondrial permeability transition pore inhibitors, primary screen, biochemical, isolated mouse mitochondria, absorbance | Ca2+ swelling absorbance, 30 min | inhibition, % at 10 µM | hit rate 1.4% among 360,000 | AID 602449, 2012;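 active = inhibition of 50% or more, scaled per plate between neutral and stimulator controls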;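 also: 0% = DMSO wells given calcium and 100% = 1 mM EGTA wells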
mIAP act: activators of mouse IAP, primary screen, biochemical, luminescence, uHTS; hit rate 0.24% among 330,000; AID 2805, 2010; muIAP, CDP-Star luminescence, 30 min; hits give high values; 1 = vehicle-only enzyme signal, 0 = enzyme-free wells; activation factor at 10 µM;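 active = activation factor of at least 2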; also: the source names both 10 and 20 µM as test concentration; values of inactives mirror those of a sister screen read the other way
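Assay system: mouse IAP enzyme; reagent: chemiluminescent substrate CDP-Star; dosing: test compounds delivered from DMSO solution; schedule: 30 min at room temperature; measured by: luminescence from enzymatic CDP-Star hydrolysis; controls: DMSO-only wells and no-enzyme negative control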
MIN6 prolif: inducers of MIN6 beta-cell proliferation, primary screen, ATP luminescence, uHTS. proliferation, % at 10 µM. hit rate 0.29% among 330,000. MIN6 cells proliferation, ATPlite luminescence, 48 h; cells starved in 0.2% serum; 100% = growth in 10% serum. AID 2380, 2010;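 active = compounds whose signal lies at least 3.5 SD above the mean of all wells on their plate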;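 also: 0% = DMSO-treated cells in low-serum medium and 100% = 10% serum control; some compounds called inactive have numbers as strong as hits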
ATG4B inhibitor: ATG4B protease inhibitors, primary screen, biochemical, fluorescence, uHTS. inhibition, % at 8.33 µM. ATG4B cleavage of LC3-PLA2, NBD-HPC fluorescence, 1 h. AID 504462, 2011. hit rate 0.51% among 340,000. Cysteine protease ATG4B (Homo sapiens), Q9Y4P1; in the data active = inhibition above about 40%
Target sequence (Q9Y4P1 whole entry, looked up): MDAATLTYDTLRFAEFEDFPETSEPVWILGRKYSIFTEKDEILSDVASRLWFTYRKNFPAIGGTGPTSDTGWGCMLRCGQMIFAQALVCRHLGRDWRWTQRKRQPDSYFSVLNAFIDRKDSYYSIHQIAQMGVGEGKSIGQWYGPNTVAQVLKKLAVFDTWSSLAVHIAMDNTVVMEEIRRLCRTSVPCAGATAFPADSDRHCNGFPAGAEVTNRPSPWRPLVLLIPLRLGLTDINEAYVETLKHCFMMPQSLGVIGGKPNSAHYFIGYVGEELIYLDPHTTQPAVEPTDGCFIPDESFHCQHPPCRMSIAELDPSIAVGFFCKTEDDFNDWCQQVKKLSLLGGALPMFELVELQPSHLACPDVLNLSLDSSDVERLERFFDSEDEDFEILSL
hIAP activ: human IAP activators, primary screen, biochemical, luminescence, uHTS; AID 2524, 2010; purified human IAP, CDP-Star luminescence, 30 min; hits give high values; 1 = vehicle-only enzyme, 0 = enzyme-free background; Intestinal-type alkaline phosphatase (Homo sapiens), P09923; hit rate 0.16% among 330,000; activation factor at 10 µM;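 active = activation factor of the enzyme at least 2-fold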; also: the source names both 10 and 20 µM as test concentration; values of inactives mirror those of a sister screen read the other way
A3G deaminase: APOBEC3G DNA deaminase inhibitors, primary screen, biochemical, fluorescence, single-stranded DNA substrate, uHTS | recombinant A3G, ssDNA deamination FAM/TAMRA fluorescence | hit rate 0.28% among 330,000 | inhibition, % at 20 µM;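 active = inhibition of at least 40% at 20 µM, with no more than 30% in the related APOBEC3A deaminase screen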;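 also: plate controls were DMSO wells with A3G for no effect and wells lacking A3G enzyme for full effect; some compounds called inactive have numbers as strong as hits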
Target sequence (Q9HC16 whole entry, looked up): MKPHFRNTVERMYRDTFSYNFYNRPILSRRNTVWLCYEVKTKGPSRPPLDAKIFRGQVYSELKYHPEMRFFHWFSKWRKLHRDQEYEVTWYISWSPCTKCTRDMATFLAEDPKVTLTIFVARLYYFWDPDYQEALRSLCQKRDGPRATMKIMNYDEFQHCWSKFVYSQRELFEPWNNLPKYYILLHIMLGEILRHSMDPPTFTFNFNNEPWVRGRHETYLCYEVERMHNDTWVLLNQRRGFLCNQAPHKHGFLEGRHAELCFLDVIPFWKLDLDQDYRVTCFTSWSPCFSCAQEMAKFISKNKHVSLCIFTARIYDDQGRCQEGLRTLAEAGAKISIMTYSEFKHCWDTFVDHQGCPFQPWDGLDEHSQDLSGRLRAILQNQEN
mIAP inh: inhibitors of mouse IAP, primary screen, biochemical, luminescence, uHTS; hit rate 0.2% among 330,000; inhibition, % at 10 µM; intestinal alkaline phosphatase [Mus musculus]; purified mouse IAP, CDP-Star luminescence, 30 min;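 active = inhibition of at least 40% at 10 µM in the primary screen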;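 also: plate controls were DMSO with enzyme for no effect and no enzyme wells for full effect; values of inactives mirror those of a sister screen read the other way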
An asterisk follows results filed as active; / = no result given.

SMILES	hIAP inh	APOBEC3A inh	MPTP inh	mIAP act	MIN6 prolif	ATG4B inhibitor	hIAP activ	A3G deaminase	mIAP inh
COc1ccc2[nH]cc(C(=O)CN(C)C)c2c1	6	9	-0.3	1	-1	-28	0.94	4	0
Nc1ccccc1C(=O)OCCOc1ccccc1	-6	0	-0.3	1	-1	0	1.1	-9	0
O=C1CN=C(c2ccc(Cl)cc2)c2oc3ccccc3c2N1	6	2	1.4	0.98	0	5	0.94	12	2
C=CCN1C(=O)/C(=C/c2ccc3c(c2)CCCN3CCC)C(=O)NC1=S	-11	7	10	0.9	0	-4	1.1	-4	10
O=C(c1cccc(Cl)c1)C1CCCN(Cc2cccc3cnccc23)C1 (stereo not given)	5	-2	1.9	0.98	-4	-12	0.95	-4	2
CCCN1CCc2cc(O)cc3c2[C@H]1Cc1ccc(O)c(O)c1-3	-2	-10	2.2	1	-8	-8	1	4	-1
Cc1cccc(-n2c(O)c(/C=N/Nc3nc4c(c(=O)n(C)c(=O)n4C)n3C)c(=O)[nH]c2=S)c1	-26	0	0.9	0.95	-3	-8	1.3	-1	5
CCOC(=O)C(NC(=O)C(Cc1ccc(N(CCCl)CCCl)cc1)NC(C)=O)C(C)C (stereo not given)	-3	3	-0.9	0.96	-3	-7	1	-3	4
COc1ccc(CN2C(=O)NC(=O)/C(=C\c3cc(OC)c(OC)c(OC)c3)C2=O)cc1	3	0	-1.7	0.89	-2	-8	0.97	-4	11
COc1ccc(OC)c(N2C(=O)/C(=C/c3ccco3)C(=O)NC2=S)c1	4	99	/	0.58	0	87*	0.96	88	42*
Cc1ccc(OP(=O)(Nc2cccc(C)c2)Oc2ccc(C)cc2)cc1	-4	2	-0.4	1	-5	2	1	-5	0
COC(=NC1CCCC1)C(O)c1c[nH]c2ccccc12 (stereo not given)	1	-4	0.3	1	3	-13	0.99	-6	-2
O=P(C(Cl)Cl)(N1CCOCC1)N1CCOCC1	0	-1	0.3	0.93	-2	-3	1	-8	7
CSCCC(N=Cc1c(O)n(-c2ccc(Br)cc2)c(=O)[nH]c1=O)C(=O)OC(C)(C)C (stereo not given)	10	6	-1.4	0.98	0	1	0.9	0	2
CCN1CCC2(CCNC2)C1 (stereo not given)	16	-5	-0.2	0.88	-2	4	0.84	-11	12
O=C(CCNS(=O)(=O)c1ccccc1)Nc1ccc(Cl)cc1C(=O)c1ccccc1	-5	4	13	0.92	-1	7	1	3	8
CN(C)C1(CNC(=O)Nc2ccc(Cl)c(Cl)c2)CCCCC1	-11	-1	0.6	1.6	0	-13	1.1	-3	-58
O=c1[nH]c(=S)n(C2CC2)c(O)c1/C=N/Nc1cccc2ccccc12	20	2	2.7	0.75	-3	1	0.8	55*	25
CCOP(=O)(OCC)C(O)c1cccc([N+](=O)[O-])c1 (stereo not given)	-12	-2	0.5	1.1	-2	2	1.1	-6	-8
CC(C)C[C@H]1C(=O)N2CCCC2[C@]2(O)O[C@](NC(=O)[C@@H]3C=C4c5cccc6[nH]cc(c56)CC4N(C)C3)(C(C)C)C(=O)N12 (stereo not given in full)	-8	-3	1.3	0.93	-8	-6	1.1	-10	7
CC(=NCCC(c1ccccc1)c1ccccc1)c1c(O)n(C)c(=O)n(C)c1=O	-4	-1	5.1	0.86	0	-4	1	-7	14
COC(=O)C1=C(c2cccc(OCc3ccccc3)c2)C[C@@H]2CC[C@H]1N2C(=O)NCc1ccccc1	0	-3	0.7	1.1	-6	8	0.99	-8	-11
CCOC(=O)C1(CCc2ccccc2)CCN(C2CCSCC2)CC1	-1	-1	-0.3	0.99	-3	4	1	-5	1
COC(=O)C1=C(c2cccc(OCc3ccccc3)c2)C[C@@H]2CC[C@H]1N2C(=O)NCCOc1ccc(OC)cc1	9	-3	-2.6	1.1	-7	-7	0.91	-9	-12
CCOc1cc(C2NCc3ccccc3-n3cccc32)ccc1OC (stereo not given)	-5	-3	0.1	1	-1	4	1.1	-9	0
Further structures
SMILES	hIAP inh	APOBEC3A inh	MPTP inh	mIAP act	MIN6 prolif	ATG4B inhibitor	hIAP activ	A3G deaminase	mIAP inh
O[C@@H]1CCCC[C@H]1N1CCC(c2ccccc2)CC1	0	-2	-0.7	0.96	-1	2	1	-8	4
CC(=NCCCN1CCOCC1)c1c(O)n(-c2ccccc2C)c(=O)[nH]c1=O	2	2	-0.6	1	2	-3	0.98	-5	-1
O=C1/C(=C\c2cc3c(cc2Br)OCO3)N2CCC1CC2	-4	-3	0.2	0.85	-1	-6	1	-7	15
Cc1cccc(N2C(=O)/C(=C/N3CCN(C(=O)c4ccco4)CC3)C(=O)NC2=S)c1	0	-2	-1.4	0.91	1	-14	1	-4	9
CC(=O)N1CCN(CCN=Cc2c(O)n(-c3ccc(C)cc3)c(=S)[nH]c2=O)CC1	11	-2	2.7	0.97	0	3	0.89	-11	2
CCOC(=O)[C@@H]1[C@H]2COc3ccc(Br)cc3[C@@H]2N2C(=O)N(c3cccc(C)c3)C(=O)[C@]12C	0	-1	1.1	0.99	-6	1	1	1	1
CCOc1ccc(CNCCc2ccc3c(c2)OCO3)cc1	11	-2	0.1	0.98	-3	-2	0.89	2	2
O=C(C1CC(c2ccccc2O)=NO1)N1CCC2(CC1)OCCO2 (stereo not given)	11	1	-2.5	1.1	-4	-2	0.89	-1	-7
O=C(Cn1nc(-c2ccccc2)ccc1=O)N1CCC2(CC1)OCCO2	6	1	-0.6	1	-2	-4	0.94	-4	-2
Cc1cc(OC(=O)c2ccco2)c2c3c(c(=O)oc2c1)CCCC3	-10	2	104*	0.89	-4	3	1.1	-4	11
Cc1ccc(OCCOc2cccc(C=C3C(=O)NC(=O)NC3=O)c2)cc1	-3	-3	2.4	0.93	-5	9	1	-4	7
CC(=NCCCn1ccnc1)c1c(O)n(C2CCCCC2)c(=O)[nH]c1=O	-2	-3	1.4	1	-2	-4	1	-10	-3
O=C(c1ccc2c(c1)OCO2)C1CCCN(Cc2ccccn2)C1 (stereo not given)	-2	5	0.3	0.94	2	1	1	-2	6
COC(=O)C1=C(c2ccc(F)cc2OCc2ccccc2)C[C@@H]2CC[C@H]1N2C(=O)NC1Cc2ccccc2C1	13	1	0.0	1.5	-7	7	0.87	-10	-47
O=C(O)COc1ccccc1	5	-3	-1.7	1.1	1	1	0.95	-13	-9
C=CC[N+]1(C)CC[C@]23c4c5ccc(O)c4O[C@H]2C(=O)CC[C@@]3(O)[C@H]1C5 (stereo not given in full)	-11	30	-1.9	0.98	-6	7	1.1	16	2
O=C1NC(=O)C(=Cc2ccc(N3CCOCC3)cc2)C(=O)N1	2	-2	5.5	0.93	-2	-2	0.97	-4	7
C=CCn1c(=O)c(C=Nc2cccnc2Cl)c(O)n(CCCC)c1=O	10	-1	1.2	1.2	-3	6	0.9	-2	-19
O=C(Cn1ncn2c(cc3cc(F)ccc32)c1=O)N1CCC2(CC1)OCCO2	13	-4	-1.4	0.98	2	-1	0.87	-5	2
COC(=O)C1=C(c2ccc(-c3ccccc3)c(F)c2)C[C@@H]2CC[C@H]1N2C(=O)N1CCCC1	-1	-1	4.2	0.94	-6	5	1	-7	6
COc1ccccc1-n1c(CNCC2CCCO2)nc2ccccc2c1=O (stereo not given)	5	1	1.3	0.92	2	-4	0.95	-9	8
COc1ccc(-n2c(O)c(C(C)=NCCCn3ccnc3)c(=O)[nH]c2=O)cc1	4	-2	-2.1	0.95	2	1	0.96	-2	5
CCCCN1C(=O)NC(=O)C2(Cc3cc(C)ccc3N(C)C2)C1=O (stereo not given)	-34	-3	4.0	1	-2	4	1.3	-5	-4
Cc1ccccc1OP(N)(=O)Oc1ccccc1C	-1	2	-0.8	1	1	-6	1	-6	0
OCCN1C2CCC1CC(O)(c1ccc(F)cc1)C2 (stereo not given)	9	-1	-0.9	1	-1	-6	0.91	1	-5
Carrying on:
SMILES	hIAP inh	APOBEC3A inh	MPTP inh	mIAP act	MIN6 prolif	ATG4B inhibitor	hIAP activ	A3G deaminase	mIAP inh
COc1ccc(CC(=O)N2CCN(C)CC2)cc1	7	2	0.1	0.97	-2	0	0.93	0	3
COc1ccc(CCNCc2ccccn2)cc1OC	24	3	-2.5	0.87	0	-3	0.76	-8	13
Cc1cccn2c(=O)c3c(nc12)N1CCc2ccccc2C1C1(C3)C(=O)NC(=O)N(C)C1=O (stereo not given)	-6	2	0.0	1	-1	-10	1.1	1	-5
COc1ccc(OC)c(NC2=NCCS2)c1	-6	-2	0.6	1.2	-3	-3	1.1	-2	-15
Cc1c(N=Nc2c(O)n(-c3ccc(Br)cc3)c(=O)[nH]c2=O)c(=O)n(-c2ccccc2)n1C	-14	-3	-0.9	1	-2	2	1.1	-2	-1
CC(=NCCCn1ccnc1)c1c(O)n(C)c(=O)n(C)c1=O	20	2	-0.6	0.94	3	3	0.8	-4	6
Cc1ccc(/C=C2/C(=O)NC(=O)N(Cc3ccc(F)cc3)C2=O)o1	10	-3	/	0.91	-2	/	0.91	-2	9
Fc1ccc(CNCCc2c[nH]c3ccccc23)cc1	10	-4	5.3	1	-3	-1	0.91	-1	-2

In the list so far, these have a carbonyl joined to an NH by a bond outside any ring:
SMILES	hIAP inh	APOBEC3A inh	MPTP inh	mIAP act	MIN6 prolif	ATG4B inhibitor	hIAP activ	A3G deaminase	mIAP inh
CCOC(=O)C(NC(=O)C(Cc1ccc(N(CCCl)CCCl)cc1)NC(C)=O)C(C)C (stereo not given)	-3	3	-0.9	0.96	-3	-7	1	-3	4
O=C(CCNS(=O)(=O)c1ccccc1)Nc1ccc(Cl)cc1C(=O)c1ccccc1	-5	4	13	0.92	-1	7	1	3	8
CN(C)C1(CNC(=O)Nc2ccc(Cl)c(Cl)c2)CCCCC1	-11	-1	0.6	1.6	0	-13	1.1	-3	-58
CC(C)C[C@H]1C(=O)N2CCCC2[C@]2(O)O[C@](NC(=O)[C@@H]3C=C4c5cccc6[nH]cc(c56)CC4N(C)C3)(C(C)C)C(=O)N12 (stereo not given in full)	-8	-3	1.3	0.93	-8	-6	1.1	-10	7
COC(=O)C1=C(c2cccc(OCc3ccccc3)c2)C[C@@H]2CC[C@H]1N2C(=O)NCc1ccccc1	0	-3	0.7	1.1	-6	8	0.99	-8	-11
COC(=O)C1=C(c2cccc(OCc3ccccc3)c2)C[C@@H]2CC[C@H]1N2C(=O)NCCOc1ccc(OC)cc1	9	-3	-2.6	1.1	-7	-7	0.91	-9	-12
COC(=O)C1=C(c2ccc(F)cc2OCc2ccccc2)C[C@@H]2CC[C@H]1N2C(=O)NC1Cc2ccccc2C1	13	1	0.0	1.5	-7	7	0.87	-10	-47

This is a subset; count on the stated rates, not on these rows.
